Compound activity (PubChem BioAssay)
EWS-Fli block = inhibitors of EWS/Fli oncoprotein transcriptional activity | A673 NR0B1-luciferase reporter, viability-normalised | inhibition, % at 12.6 µM | 0.67% of 350,000 active | AID 651661;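 active = mean inhibition of at least 50% after viability correction, with every replicate also passing that limit; inconclusive = mean reaches 50% but only one of two replicates passes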;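 note: firefly luciferase signal divided by Alamar Blue viability fluorescence both relative to DMSO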
DENV2 CPE rescue = DENV2-induced cell death inhibition; AID 651640; DENV2-infected cells, cytopathic effect rescue, plate reader; CPE inhibition, % at 9.99 µM; 1.7% of 350,000 active; in the data active = CPE inhibition above about 20%, passing the limit was not always enough; inconclusive = no clear call, values can overlap the other calls; tested in BHK-21 cells;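 note: 0% = median of neutral control wells and 100% = median of positive control wells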
PAX8 reporter = lowers PAX8-driven luciferase in RMG-I cells; 1.2% of 360,000 active; inhibition, % at 12.6 µM; RMG-I TPO-luciferase reporter, SteadyGlo, 24 h;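 active = mean replicate inhibition at least 60% with every replicate also reaching 60%; inconclusive = only one of the two criteria is met; inactive = mean below 60% and not all replicates reaching 60%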;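 note: luciferase light reporting Pax8 driven TPO promoter activity; plate controls were median of neutral control wells for no effect and mitoxantrone controls for full effect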
Casp6 inh = caspase-6 (human) enzyme inhibition; inhibition, % at 12.5 µM; AID 686996; purified caspase-6, Z-VEID-R110 cleavage fluorescence; 0.53% of 350,000 active;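 active = mean inhibition across replicates at least about 35%, with every replicate also reaching that limit, limit read from the data; inconclusive = only one of the two criteria met; inactive = neither criterion met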;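 note: 0% = median of neutral control wells and 100% = no fluorescence left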
Target sequence (P55212 24-179 limits assumed): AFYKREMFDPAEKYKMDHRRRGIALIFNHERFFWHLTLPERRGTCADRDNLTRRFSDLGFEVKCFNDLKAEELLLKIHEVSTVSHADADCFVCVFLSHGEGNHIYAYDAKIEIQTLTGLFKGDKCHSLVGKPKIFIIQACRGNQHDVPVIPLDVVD
Target sequence (P55212 194-293 limits assumed): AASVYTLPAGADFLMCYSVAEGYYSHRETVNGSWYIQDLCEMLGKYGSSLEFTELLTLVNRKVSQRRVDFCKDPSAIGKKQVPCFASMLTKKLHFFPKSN
ARNT TACC3 PPI = ARNT/TACC3 interaction disruption; Q9Y6A5; AlphaScreen His-ARNT PAS-B/GST-TACC3 binding, luminescence; TACC3 fragment carries E629A point mutation; inhibition, % at 9.99 µM; 0.66% of 390,000 active;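 active = mean inhibition of replicates at least 50% and at least half of replicates each reaching 50%; inconclusive = half or more replicates reach 50% but mean below 50%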;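 note: 0% = complete ARNT plus TACC3 wells and 100% = ARNT alone without TACC3; many hits fall short of the cut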
SIRT5 block = inhibitors of human sirtuin-5 desuccinylase. Purified SirT5, succinyl-peptide AMC, trypsin-coupled fluorescence. 1.1% of 330,000 active. AID 652115. inhibition, % at 15 µM. Q9NXA8; in the data active = inhibition above about 15%; inconclusive = no clear call, values can overlap the other calls
Target sequence (Q9NXA8 whole entry, looked up): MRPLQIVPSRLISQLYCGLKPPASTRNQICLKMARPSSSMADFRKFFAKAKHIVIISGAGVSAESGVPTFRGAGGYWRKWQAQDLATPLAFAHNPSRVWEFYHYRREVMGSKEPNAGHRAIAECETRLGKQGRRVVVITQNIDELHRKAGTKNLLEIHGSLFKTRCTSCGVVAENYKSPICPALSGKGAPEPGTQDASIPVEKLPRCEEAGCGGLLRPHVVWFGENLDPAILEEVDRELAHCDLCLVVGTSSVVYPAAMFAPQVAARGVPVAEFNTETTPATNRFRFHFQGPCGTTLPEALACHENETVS
LGR2 antag = blocks bursicon-induced cAMP signaling via Drosophila LGR2; HEK293 LGR2, CRE-luciferase, bursicon-stimulated, 4 h; inhibition, % at 9.99 µM; 0.35% of 380,000 active; AID 720647;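 active = drop in luminescence signal, shown as inhibition above about 50% in the replicate tests, limit read from the data, passing the limit was not always enough; inconclusive = probably only some replicates passing the limit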;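 note: agonist challenge used bursicon conditioned medium at about half maximal strength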
Numbers without * were called inactive; ? = inconclusive; . = not tested or not shown; & = joins results of further samples; ! = not confirmed by another sample.

SMILES	EWS-Fli block	DENV2 CPE rescue	PAX8 reporter	Casp6 inh	ARNT TACC3 PPI	SIRT5 block	LGR2 antag
C=CCC[C@H](CCCCC)OC(=O)/C=C/[C@@H](O)[C@H](O)C[C@H](O)CC=C	7	-1	3	-2	.	.	4
CC(=O)N(c1nc(/C=C\C(=O)O)cs1)c1ccccc1F	11	?	9	1	-7	17*	-3
C[C@H]1CN([C@@H](C)CO)C(=O)Cc2cc(NC(=O)Cc3cn(C)c4ccccc34)ccc2O[C@H]1CN(C)C(=O)NC1CCCCC1	-1	3	18	3	9	0	.
O=C(c1cc(COc2c(F)cccc2F)on1)N1CCN(C2CCCCC2)CC1	0	3	5	5	7	3	-11
CCN(CC)CCNC(=O)c1ccc(NC(=O)c2cccc(S(=O)(=O)N3c4ccccc4CC3C)c2)cc1 (stereo unspecified)	17	-10	15	-182	31	-1	1
Cc1ccccc1S(=O)(=O)N1C[C@H]2[C@@H](c3ccccc31)[C@H](CO)N2C(=O)CC1CC1	6	4	-11	-2	5	3	-26
C[C@H](CO)N1C[C@H](C)[C@@H](CN(C)C(=O)NC2CCCCC2)Oc2ccc(NC(=O)Nc3cccc4ccccc34)cc2C1=O	13	10	12	.	7	-4	14
CCOC(=O)c1sc2ncn(CC(=O)N(CC)CC)c(=O)c2c1C	-1	3	.	3	-2	0	3
CCOC(=O)N1CCC(NC(=O)C(NS(=O)(=O)c2ccc3c(c2)CCN3C(=O)CC)C(C)C)CC1 (stereo unspecified)	5	-4	-1	-1	-2	0	4
COCc1c(C(=O)NCC(c2ccco2)N2CCCC2)oc2ccccc12 (stereo unspecified)	1	-3	-3	-6	.	.	.
CN1CCN(/N=C/c2ccc(-c3ccc([N+](=O)[O-])cc3Cl)o2)CC1	-23	3	-6	-3	4	2	-50
COC(=O)c1ccccc1Oc1ccc(NC(=O)C(C)(C)CCl)cc1	-13	0	2	1	-16	2	39
COc1ccc(S(=O)(=O)N(C)C[C@H]2OCCCC[C@H](C)Oc3ccc(NC(=O)Nc4ccc(F)cc4)cc3C(=O)N([C@H](C)CO)C[C@H]2C)cc1	4&-49	?	12&16	-1&0	4	17*!	16&0
CN1CCN(/N=C/c2nc(-c3ccccc3)n3ccccc23)CC1	.	.	-29	.	10	.	-5
Cc1cccc(S(=O)(=O)NC[C@@H]2CC[C@H]3NC[C@H]3O2)c1	-8	-1	.	-2	.	1	.

Reprinted at random: 4 records from the list
SMILES	EWS-Fli block	DENV2 CPE rescue	PAX8 reporter	Casp6 inh	ARNT TACC3 PPI	SIRT5 block	LGR2 antag
C[C@H]1CN([C@@H](C)CO)C(=O)Cc2cc(NC(=O)Cc3cn(C)c4ccccc34)ccc2O[C@H]1CN(C)C(=O)NC1CCCCC1	-1	3	18	3	9	0	.
CN1CCN(/N=C/c2ccc(-c3ccc([N+](=O)[O-])cc3Cl)o2)CC1	-23	3	-6	-3	4	2	-50
O=C(c1cc(COc2c(F)cccc2F)on1)N1CCN(C2CCCCC2)CC1	0	3	5	5	7	3	-11
CCOC(=O)N1CCC(NC(=O)C(NS(=O)(=O)c2ccc3c(c2)CCN3C(=O)CC)C(C)C)CC1 (stereo unspecified)	5	-4	-1	-1	-2	0	4

Additional entries.
SMILES	EWS-Fli block	DENV2 CPE rescue	PAX8 reporter	Casp6 inh	ARNT TACC3 PPI	SIRT5 block	LGR2 antag
Cc1ccc(NS(=O)(=O)c2cccc3cccnc23)c(Br)c1	-6	-1	8	0	.	0	28
NC(=O)NCc1cccs1	4	1	6	-1	0	4	2
Cc1ccc(CSCC(=O)NCc2cccnc2)cc1	3	-2	-2	-1	-2	-3	-1
O=C(NCCCc1ccccc1)c1ccc([N+](=O)[O-])cc1Cl	-68	4	-83	-2	-2	-5	-6
COc1cccc(CNC(=O)c2cc(S(=O)(=O)N3CCCC3)cn2C)c1	2	?	6	-6	-4	0	-4
COC(=O)Cn1cnc2c(nnn2-c2ccc(F)cc2)c1=O	-1	2	-3	-1	2	-5	-2
CC(NC(=O)c1ccccc1NC(=O)c1ccco1)c1ccccc1 (stereo unspecified)	3	0	.	-4	4	1	-2
O=C(C[C@@H]1CC[C@H](NC(=O)C2CCOCC2)[C@H](CO)O1)NCC1CC1	-6	10	.	3	.	-2	10
O=C(CC1C(=O)NCCN1Cc1cccc(F)c1)NC1CCCCC1 (stereo unspecified)	-5	0	.	2	-1	-2	-9
O=C(NCc1ccccn1)C(=O)Nc1nc(C23CC4CC(CC(C4)C2)C3)cs1	17	-5	9	1	3	0	5
CCN(CC)C(=O)c1cccc(-c2csc(C(O)c3ccc(F)c(F)c3)n2)c1 (stereo unspecified)	17	9	38	-1	.	.	-5
O=S(=O)(NN=C1CCCCCC1)c1ccc(Cl)cc1	.	-4	20	-1	-1	-1	2
CCC(=O)Nc1ccc(Cl)c(NC(=S)NC(=O)c2ccco2)c1	-1	7	-51	-1	-4	-3	-26
COCC#Cc1cnc2c(c1)C(=O)N([C@@H](C)CO)C[C@H](C)[C@@H](CN(C)C(=O)Nc1ccccc1F)O2	-13	6	.	3	4	-5	-6
C[C@@H]1CN([C@H](C)CO)C(=O)Cc2cc(NC(=O)Nc3ccc4c(c3)OCO4)ccc2O[C@H]1CN(C)CC1CC1	-2	11	-2	-1	-2	0	-10
Cc1cc(Br)ccc1SCC(=O)N1CCN(S(=O)(=O)c2ccccc2)CC1	4	-10	32	-1	0	-1	11
O=C(CNc1cccc2ccccc12)N/N=C/c1ccc(C(=O)O)cc1	-1	-5	-7	27	5	10	-6
CCCn1c(=O)n(C)c(=O)c2c(SC(C)C(=O)NCC3CCCO3)nc(CC(C)C)nc21 (stereo unspecified)	9	-3	3	-7	3	-4	1
O=C(C[C@H]1CC[C@H]2[C@@H](COC[C@@H](O)CN2Cc2cccc(F)c2)O1)NCC1CCCCC1	-10	-6	47	-1	8	-5	10
COc1ccc(NC(=O)N(C)C[C@@H]2OCCCC[C@H](C)Oc3ccc(NC(=O)Cc4ccccc4)cc3C(=O)N([C@@H](C)CO)C[C@@H]2C)cc1	-1	1	.	-1	5	1	-1
COc1cc(F)ccc1-c1csc(C(O)c2ccc(F)cc2)n1 (stereo unspecified)	-8	13	-15	3	.	.	-19
CCOc1ccc2[nH]c3nc(SCC(=O)NC4CCCC4)nnc3c2c1	6	10	-11	0	-4	-1	22
Cc1ccc(S(=O)(=O)N(C)C[C@@H]2OCCCC[C@H](C)Oc3ccc(NC(=O)c4ccncc4)cc3C(=O)N([C@H](C)CO)C[C@H]2C)cc1	-15	-1	7	-1	-2	0	-5
CN(C(=O)c1cc2c(s1)-c1ccccc1S(=O)(=O)C2)c1ccccc1F	-3	-3	-22	2	1	-1	-13
Cc1ccc(OCC(=O)NNC(=O)c2cccnc2)cc1C	-5	13	5	-2	-2	-4	-1
CC(=NNC(=S)Nc1cccc(Cl)c1)c1ccccn1	13	3	46	.	60*	-1	-107
CC(=O)N/C(=C/c1ccc2c(c1)OCO2)C(=O)O	-1	-6	1	1	.	-5	30
COc1cccc(-n2c(Cc3cc(=O)[nH]c(=O)[nH]3)nnc2SCc2cccc(C(F)(F)F)c2)c1	8	-2	10	-1	5	0	9
CN(C)C(=O)C[C@@H]1CC[C@H]2[C@H](COc3ccc(NC(=O)C4CCC4)cc3C(=O)N2C)O1	7	?	.	-1	.	-2	-3
O=C(Nc1ccc(C(O)(C(F)(F)F)C(F)(F)F)cc1)c1ccc(Cl)c([N+](=O)[O-])c1	-12	1	-22	6	5	-1	-5
FC(F)(F)c1cccc(-c2nc3nc(Cl)c(Cl)nc3[nH]2)c1	.	.	.	-2	-9	-6	16
COc1ccccc1/C=C/C(=O)NCC(=O)N/N=C(/C)c1ccc(Cl)cc1	.	4	-27	-3	-3	-12	1
COc1cc(NC(=O)CSc2nnc3ccc(-c4cccnc4)nn23)cc(OC)c1	2	3	.	1	-6	1	-8
COc1ccc(NC(=O)N2CC(=O)N3[C@H](C2)[C@H](c2ccc(C#CCC4CCCC4)cc2)[C@@H]3CO)cc1	.	5	.	-2	.	15*	12
CCOc1nc2ccccc2nc1NS(=O)(=O)c1ccc(Cl)cc1	12	17	7	5	-1	5	4
CCOC(=O)CCCCC1C(CCCC(=O)OCC)C=NN1C (stereo unspecified)	2	1	-16	0	2	.	5
COc1ccc(NC(=O)Nc2ccc3c(c2)CC(=O)N([C@H](C)CO)C[C@H](C)[C@@H](CN(C)S(=O)(=O)c2ccccc2)O3)cc1	-4	-1	.	0	.	1	-18
C=CCN(C(=O)c1ccc2c(c1)nnn2C)c1ccccc1	-4	1	-9	-3	-2	-1	-3
COc1cccc(-c2csc(N3CCN(C(=S)Nc4ccccc4C)CC3)n2)c1	-16	.	-13	-1	-3	0	-21
C/C(=N\NC(=O)C1=NNC(=O)C1C)c1cccs1 (stereo unspecified)	-46	-6	-71	-3	.	0	18
O=[N+]([O-])c1ccc(C2CNC(c3ccccc3)O2)cc1 (stereo unspecified)	0	4	.	2	3	-5	5
CCn1c(SCC(=O)N/N=C/c2ccc(C)o2)nnc1-c1ccc(C(C)(C)C)cc1	.	.	17	.	2	.	-2
Cc1cc2c(NC(=O)CCCC(=O)O)cccc2nn1	14	0	-17	6	-9	3	0
CN1C(=O)NC(c2cccc([N+](=O)[O-])c2)C2=C1CCCC2=O (stereo unspecified)	-4	1	-4	-4	-32	-2	8
CC(C)(C)C(=O)C[n+]1cccc(C(N)=O)c1	11	-1	17	-1	-2	-6	-4
CC(=O)c1cccc(N(CC(=O)Nc2ccc(S(=O)(=O)N3CCOCC3)cc2)S(C)(=O)=O)c1	.	9	4	1	-8	-1	-16
CCOC1=C2[C@@H](CN(S(=O)(=O)c3ccc(C)cc3)[C@H]2c2ccccc2)[C@H]2C(=O)N(Cc3ccccc3)C(=O)[C@H]2C1	-9	10	2	11	.	1	3
C[C@@H]1CN([C@@H](C)CO)S(=O)(=O)c2ccc(-c3cccc(C#N)c3)cc2O[C@H]1CN(C)C(=O)c1cccnc1	10	-6	.	4	3	-12	-3
COc1ccc(-c2cc3nc(C)cc(N4CCN(C(=O)c5ccoc5)CC4)n3n2)cc1	-12	0	0	-3	.	-3	-9
COc1cc(C(=O)NCCc2nc3ccccc3n2C)cc(OC)c1OC	-26	1	.	1	-17	-2	-1
CC(/C=N/NC(=O)c1nn(C)c(C)c1Br)=C\c1ccccc1	-83	25*	26	1	-1	.	-31
CC(C)NC(=O)Nc1ccc2c(c1)C(=O)N([C@H](C)CO)C[C@H](C)[C@@H](CN(C)C(=O)Nc1ccccc1)O2	-1&1	-9	9&-12	-3	-3	.	15&8
C[C@@H]1CN([C@@H](C)CO)C(=O)CCCn2nncc2CO[C@@H]1CN(C)C(=O)Nc1cccc(C(F)(F)F)c1	5&5	1&4	11&-2	-2&0	7	10&-10	-7&2
O=C1N[C@@H](Cc2cn(S(=O)(=O)c3ccc([N+](=O)[O-])cc3)c3ccccc23)C(=O)N[C@H]1Cc1ccccc1	21	-18	26	-12	-11	-3	27
CC1(C)C(=O)Nc2ccccc2N1C(=O)COC(=O)c1cccnc1Cl	2	1	-6	16	2	-2	-14
Cc1nc2cc(C(F)(F)F)ccc2n1C1CCN(CC(=O)N2CCCC2)CC1	-5	-4	-1	-5	-4	-1	10
CC(=O)c1c(N2CCOCC2)nc(=S)n(-c2cc(C)ccc2C)c1C	-12	.	.	-3	-6	1	-17
Cc1ccc2c(c1)N(CC(=O)NC1CCCC1)C(=O)CO2	-2	-3	3	4	1	0	8
CCOC(=O)c1cc(-c2cccc(C(F)(F)F)c2)nc2nc(SC)[nH]c(=O)c12	.	.	-18	.	-10	.	-23
CCCN(C(=O)c1cc(S(=O)(=O)N(C)c2ccccc2OC)ccc1C)C1CCS(=O)(=O)C1 (stereo unspecified)	2	9	-4	3	1	-4	20
CC(C)c1ccc(OCCCN2CCCC2)cc1	-5	0	12	-85	-5	-4	-18
COc1cc(/C=C/C(=O)OCC(=O)NCCc2ccc(S(N)(=O)=O)cc2)ccc1OCC#N	-5	-6	3	0	-1	10	0
COc1ccc(S(=O)(=O)N(C)C[C@H]2Oc3c(NC(=O)CCCCCC(=O)Nc4ccccc4N)cccc3C(=O)N([C@H](C)CO)C[C@@H]2C)cc1	.	4	6	-1	.	-3	-2
